Screens: PubChem BioAssay, several laboratories
Large T inhibition: SV40 large T antigen inhibitors, biochemical (AID 1903). one-dose inhibition, % at 20 µM; IC50 in µM for titrated hits. SV40 large T antigen ATPase/helicase inhibition assay; higher % means a stronger effect. 0.39% of 310,000 active; in the data active means a potency from the dose series; further: strong numbers were not always called active
GPR35 antagonists: inhibition of zaprinast-stimulated GPR35 beta-arrestin translocation – imaging, U2OS, beta-arrestin-GFP, zaprinast agonist, primary screen (AID 2058); inhibition, % at 10 µM, or IC50 in µM where a hit was titrated; U2OS GPR35 beta-arrestin-GFP translocation imaging, zaprinast antagonism; higher % means a stronger effect; 0.052% of 290,000 active;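 active means inhibition of at least 50% with at least 30 cells and total cytoplasm GFP at most 10,000,000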
GPR55 antagonists: inhibition of LPI-stimulated GPR55 beta-arrestin translocation – imaging, U2OS, beta-arrestin-GFP, LPI agonist, primary screen (AID 2013) | U2OS GPR55 beta-arrestin-GFP translocation imaging, LPI antagonism; higher % means a stronger effect | one-dose inhibition, % at 10 µM; IC50 in µM for titrated hits | 0.13% of 290,000 active;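 active means spots per cell inhibited over 60%, with over 100 cells counted and total cytoplasm intensity under 500,000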;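 further: U2OS cells stably carrying GPR55 and arrestin-GFP stimulated by 5 µM LPI near EC80; imaged beta-arrestin-GFP aggregate spots per cell after agonist stimulation; plate controls were LPI-stimulated DMSO wells for no effect and DMSO wells without LPI for full effect; some results filed as inactive read as strong as hits; confirmed hits need IC50 under 10 µM and bright autofluorescent wells are also inconclusive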
NTR1 agonist: agonists of NTR1, primary screen, imaging, U2OS cells, beta-arrestin-GFP, high content (AID 493036); P30989; 0.17% of 330,000 active; NTR1-U2OS beta-arrestin-GFP spot imaging, agonist mode; activation, % at 20 µM;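 active means activation at or above 40% of the spot to cytoplasm intensity ratio, with at least 20 cells analyzed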;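 further: 0% = DMSO without peptide and 100% = 100 nM NTR1 peptide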
Target sequence (P30989 whole entry, looked up): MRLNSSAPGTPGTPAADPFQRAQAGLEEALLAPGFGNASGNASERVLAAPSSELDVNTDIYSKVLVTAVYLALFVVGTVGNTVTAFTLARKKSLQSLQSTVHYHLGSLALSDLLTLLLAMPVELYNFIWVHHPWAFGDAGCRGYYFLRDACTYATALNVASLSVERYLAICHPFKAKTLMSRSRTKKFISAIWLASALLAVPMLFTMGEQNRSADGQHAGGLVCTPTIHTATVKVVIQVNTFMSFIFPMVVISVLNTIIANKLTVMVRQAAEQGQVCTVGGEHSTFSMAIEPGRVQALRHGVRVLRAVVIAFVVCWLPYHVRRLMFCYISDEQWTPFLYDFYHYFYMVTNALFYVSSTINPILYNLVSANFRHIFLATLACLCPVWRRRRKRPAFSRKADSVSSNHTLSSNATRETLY
GPR55 activation: GPR55 agonists via beta-arrestin recruitment, primary screen, imaging, U2OS cells, beta-arrestin-GFP redistribution (AID 1961) | U2OS GPR55 beta-arrestin-GFP redistribution imaging; higher % means a stronger effect | activation, % at 10 µM, or EC50 in µM where a hit was titrated | 0.048% of 290,000 active;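 active means activation above 40% with more than 50 cells counted in the well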;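 further: U2OS osteosarcoma cells stably expressing GPR55 and beta-arrestin-GFP; plate controls were DMSO negative control for no effect and LPI positive control for full effect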
T cell modulator: T cell immune modulators affecting CD8 T cell-vesicle binding | calls only at 7 µM | 2C CD8+ T cell-vesicle binding, flow cytometry; stronger effect = lower value | 0.068% of 330,000 active | AID 2052;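 active means response, share of CD8 T cells binding vesicles, and their 90th percentile fluorescence all below set limits, cut at about 80% in these data, passing the limit was not always enough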
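Material: murine 2C transgenic CD8+ T lymphocytes / Also added: QL9-peptide-loaded Drosophila micro-vesicles bearing Ld, ICAM-1 and B7-1 / Schedule: binding step 1.5 h, 37 °C, antibody labelling 20 min, ice / Signal: flow cytometry, PE anti-B7-1 (FL2) versus Alexa647 anti-CD8 (FL8), PFA-fixed / Evaluation: percent CD8+ FL2 mean versus row control / Benchmarks: naked versus QL9-loaded vesicles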
Hep lipid drop: modulators of hepatic lipid droplet formation. 0.4% of 240,000 active. inhibition, % at 6.5 µM. AML12 mouse hepatocytes, oleate lipid droplets, BODIPY imaging. AID 1656;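 active means lipid droplet intensity inhibited by at least 50%, with more than 500 cells counted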
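Assay system: AML12 hepatocytes (mouse); Probe or stimulus: oleic acid at 100 µM to induce lipid droplet formation; Dosing: compound at 6.5 µM only; Schedule: compound with oleate, overnight; Detection: fluorescence imaging, 20x objective, two fields per well; Measure: % inhibition of lipid droplet signal.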
Rac1 GTP hydrolysis: MgcRacGAP GTPase-activating activity inhibitors, confirmation, biochemical, ADP Hunter fluorescence. MgcRacGAP-stimulated Rac1 GTP hydrolysis, ADP Hunter fluorescence; higher % means a stronger effect; GST-tagged Rac1 F28L mutant substrate. inhibition, % at 30 µM; hits with a dose series show IC50 in µM. 0.6% of 340,000 active. AID 624330;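 active means first-screen hits whose inhibition reached a set limit at any dose in the follow-up dose series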;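 further: fluorescence reports GDP produced by GAP-driven GTP hydrolysis; strong numbers were not always called active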
LYP inhibition: PTPN22 lymphoid phosphatase activity blockers – biochemical, fluorescence intensity, uHTS (AID 1779); recombinant LYP phosphatase, fluorescence intensity; higher % means a stronger effect; inhibition, % at 11.5 µM; hits with a dose series show IC50 in µM; 0.054% of 290,000 active; in the data active means inhibition above about 50%;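 further: plate controls were vehicle with enzyme for no effect and no enzyme for full effect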
Hep lipid drop cells 6.5 µM: second read-out of Hep lipid drop, no call of its own (marks repeat the call); cell count; measured here: cell count, cytotoxicity flag;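 cells counted across two imaged fields per well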
T cell modulator vesicle-bound %: second read-out of T cell modulator, no call of its own (marks repeat the call); double positive events, %; measured here: CD8+ vesicle-bound cell fraction;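 binding gate set so that unloaded-vesicle control wells show 10% double positive cells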
NTR1 agonist cell count 20 µM: recorded beside NTR1 agonist, whose call it bears; cell count; measured here: cell count, cytotoxicity flag
Active calls of the source: *; i = inactive; . = not tested or not shown.

SMILES	Large T inhibition	GPR35 antagonists	GPR55 antagonists	NTR1 agonist	NTR1 agonist cell count 20 µM	GPR55 activation	T cell modulator	T cell modulator vesicle-bound %	Hep lipid drop	Hep lipid drop cells 6.5 µM	Rac1 GTP hydrolysis	LYP inhibition
Cc1ccc(Cn2ccc(NC(=O)C3C4CCC(C4)C3C(=O)O)n2)cc1 (stereo not given)	-4%	3%	14%	1.2	30	-0.1%	i	11	-2	756	20%	4%
CSc1nnc2c(n1)c(C)nn2-c1cccc(C)c1	4%	-6%	16%	2.4	45	-0.3%	i	56	-6	730	0%	-2%
CCNC(=S)N(CCc1cccc(C)c1)Cc1cc2cc(OC)c(OC)cc2[nH]c1=O	5%	5%	-6%	2.8	56	-0.4%	i	20	-20	585	12%	4%
CC(OC(=O)C(C)N1C(=O)C2C3C=CC(C4CC34)C2C1=O)C(=O)c1ccccc1 (stereo not given)	15%	10%	-1%	-0.7	54	-0.2%	i	44	-22	608	10%	-3%
CC(=O)c1ccc2c(c1)OCCOCCOCCO2	17%	-1%	2%	1.1	54	-0.1%	i	21	-1	643	-1%	-10%
COc1ccc(OC)c(C2NC(=S)NC(C)=C2C(=O)Nc2ccccn2)c1 (stereo not given)	10%	-4%	-1%	-0.4	86	-0.1%	i	60	16	691	8%	-4%
Cc1ccc(-n2c(=O)c3sccc3n(CC(=O)N3CCCC3)c2=O)cc1	-1%	19%	34%	-0.7	90	0.3%	i	56	.	.	-3%	0%
Cc1cccc(CC(=O)N2CCN(C(=O)c3ccco3)CC2)c1	10%	-4%	10%	-0.3	47	0.5%	i	6	-2	812	-8%	-11%
Cc1ccc2oc(Nc3nc(-c4ccccc4)cc(=O)[nH]3)nc2c1	20%	-10%	1%	10	96	-0.2%	.	.	-100	407	.	-6%
Cc1cc(=O)c2c(o1)CC(C)(C)CC2=O	11%	0%	0%	-0.1	52	-0.2%	i	26	12	778	-4%	-3%
Cc1nc(N)sc1-c1csc(Nc2ccc(Cl)cn2)n1	36%	-4%	-4%	6.2	70	-0.2%	i	44	-17	720	7%	-2%
COc1ccc(S(=O)(=O)NNC(=O)c2cc3ccccc3o2)cc1	12%	15%	-2%	-0.7	71	0.5%	i	36	-2	672	10%	0%
COc1ccccc1Nc1ccc(C(=O)NCc2cccs2)cn1	10%	-6%	8%	1.2	42	-0.1%	i	34	38	757	-12%	2%
COc1cccc(C(C(=O)NCc2ccco2)N(C(=O)Cn2nnc3ccccc32)C2CC2)c1OC (stereo not given)	3%	0%	-6%	0.0	45	-0.6%	i	47	.	.	5%	-13%
CN(Cc1ccc(F)cc1Cl)S(=O)(=O)c1cccs1	-2%	-8%	-4%	0.0	45	0.5%	i	39	0	805	6%	-2%
O=C1CCN(Cc2ccccc2)CCN1[C@H](CSc1ccccc1)Cc1ccccc1	21%	-2%	-1%	-3.0	49	-0.2%	i	15	0	768	8%	-5%
O=C1CSC(c2ccccc2F)N1CCN1CCCCC1 (stereo not given)	2%	0%	12%	1.9	67	-0.1%	i	49	.	.	4%	-6%
CCc1ccccc1NC1c2ccccc2C(=O)N1Cc1ccco1 (stereo not given)	7%	15%	1%	1.2	87	0.3%	i	22	-16	698	12%	2%
NS(=O)(=O)c1ccc(NC(=O)COC(=O)c2cc3ccccc3cc2O)cc1	3%	2%	10%	3.1	61	1.5%	i	45	-3	756	4%	-4%
COCCNC(=O)c1cccc(OC2CCN(Cc3ccc(F)cc3OC)CC2)c1	24%	0%	8%	0.5	47	1.4%	i	53	0	797	8%	-8%
O=C(Nc1cccc(NC(=O)c2c(F)cccc2F)n1)c1c(F)cccc1F	0%	-12%	-3%	0.4	54	-0.1%	i	9	.	.	3%	-5%
COc1ccc([N+](=O)[O-])cc1NC(=O)CN(C)S(=O)(=O)c1ccccc1	7%	11%	3%	0.9	84	-0.2%	i	57	2	678	1%	-2%
Cc1cc(C(=O)Cn2nnc3ccccc3c2=O)c(C)n1-c1ccccc1F	3%	2%	11%	1.4	49	-0.1%	i	54	2	757	1%	2%
CCOC(=O)c1c(NC(=O)c2c(C)noc2C)sc2c1CCCCC2	-2%	2%	1%	8.8	50	0.0%	i	56	.	.	8%	-11%
CC1CCN(C(=O)COC(=O)C2CCN(S(=O)(=O)c3ccc(Cl)c(C(F)(F)F)c3)CC2)CC1	23%	.	.	-0.1	40	.	i	48	.	.	2%	.
Cc1ccc(NC(=O)Cn2c(=O)c(C)nc3ccccc32)cc1	8%	-1%	2%	0.9	66	-0.2%	i	39	-19	694	1%	4%
Cn1c(=O)cc(SCC(=O)N2CCN(c3ccccc3)CC2)c2ccccc21	4%	-8%	-2%	1.0	30	0.5%	i	6	.	.	11%	-1%
O=C(c1ccc(COc2ccccc2Br)o1)N1CCN(c2ccccn2)CC1	8%	-10%	-11%	2.8	65	0.0%	i	28	.	.	4%	-9%
CCCCN(CC)C(=S)Nc1ccc2nc(N3CCN(C)CC3)cc(C)c2c1	10%	-1%	5%	1.6	69	-0.3%	i	29	16	748	21%	0%
COc1cccc(NC(=O)CCC2CCN(C(=O)Cc3cccc(F)c3)CC2)c1	7%	-1%	12%	0.4	72	-0.2%	i	74	5	625	5%	-11%
COCCCNCCCCOc1ccccc1-c1ccccc1	15%	7%	12%	1.4	80	-0.3%	i	29	-18	502	28%	-2%
Cc1ccc(OCC(=O)Nc2ccccc2C(N)=O)cc1	9%	4%	10%	1.3	69	-0.2%	i	60	-1	748	10%	-12%
O=C(NNC(=O)c1ccccc1F)c1cccc(-n2cccc2)c1	20%	.	.	0.4	51	.	i	24	.	.	12%	.
CCCN(CCC)CCCNC(=O)c1cn(CC)c2ccc(S(=O)(=O)N3CCOCC3)cc2c1=O	8%	-11%	-8%	1.1	41	-0.1%	i	41	-25	696	1%	-9%
COc1ccc(C(=O)Nc2cc(=O)n(C)c(=O)n2C)cc1OC	3%	6%	-8%	-1.4	56	0.0%	i	33	11	714	12%	-7%
CC1CC1c1ccc(/C=C(\C#N)C(=O)Nc2cc(Cl)ccc2Cl)o1 (stereo not given)	8%	2%	3%	3.6	45	-0.2%	i	56	5	689	-8%	2%
CC1(C)OC(c2ccccc2)=C/C(=C\C=N\NC(=O)c2ccncc2)O1	10%	0%	-14%	-0.7	53	-0.2%	i	46	-2	665	.	-2%
CN1C(=O)/C(=C\c2cc(Br)cs2)c2ccccc21	-4%	-6%	-5%	2.0	59	2.2%	i	52	3	671	6%	1%
O=C1N/C(=C/c2cccn2-c2ccccc2)C(=O)N1Cc1ccc(F)cc1	5%	0%	8%	5.0	55	0.0%	i	43	-8	540	12%	1%
O=C(Cn1nnc(-c2ccccc2NC(=O)c2ccco2)n1)Nc1ccccc1	3%	6%	33%	25	42	0.0%	i	44	9	733	10%	-2%

Three entries out of the list above, ordered by the number in T cell modulator vesicle-bound %, smallest number first:
| SMILES | T cell modulator vesicle-bound % |
| --- | --- |
| COCCCNCCCCOc1ccccc1-c1ccccc1 | 29 |
| O=C(Cn1nnc(-c2ccccc2NC(=O)c2ccco2)n1)Nc1ccccc1 | 44 |
| CN1C(=O)/C(=C\c2cc(Br)cs2)c2ccccc21 | 52 |

Further records:
SMILES	Large T inhibition	GPR35 antagonists	GPR55 antagonists	NTR1 agonist	NTR1 agonist cell count 20 µM	GPR55 activation	T cell modulator	T cell modulator vesicle-bound %	Hep lipid drop	Hep lipid drop cells 6.5 µM	Rac1 GTP hydrolysis	LYP inhibition
COc1cccc(NC(=O)CCNC(=O)N2CC(=O)Nc3ccccc32)c1	5%	13%	1%	-0.2	51	-0.1%	i	57	-13	682	12%	-7%
O=C(c1ccc2c3n(nc2c1)-c1ccc(Cl)cc1CO3)N1CCCCC1	7%	-3%	0%	0.6	69	-0.2%	i	13	.	.	12%	-9%
CCC(=O)Nc1ccc(C(=O)Nc2ccc(OC)cc2[N+](=O)[O-])cc1	-4%	18%	8%	0.9	60	-0.3%	i	32	-46	591	3%	-7%
Cc1ccc(NC(=O)c2ccccc2-c2ccc(C(F)(F)F)cc2)cc1S(=O)(=O)N1CCOCC1	0%	-5%	12%	5.7	73	-0.4%	i	43	-11	581	6%	4%
COc1ccc(C(=O)N2CCC(C(=O)Nc3ccc(C)cc3)CC2)cc1	-3%	-8%	8%	-1.5	44	-0.3%	i	25	5	781	-5%	0%
COc1cccc(C(C(=O)NC(C)(C)C)N(Cc2ccco2)C(=O)CCC(=O)Nc2cc(C)on2)c1OC (stereo not given)	-4%	4%	-18%	0.1	46	0.2%	i	50	2	691	2%	-3%
O=C1c2ccccc2CN1CCSC(=S)N1CCSCC1	5%	-6%	-1%	0.1	52	0.1%	i	37	0	737	.	-7%
COc1cc(CCC(=O)NCc2ccc3c(c2)OCO3)cc(OC)c1OC	5%	8%	-8%	-0.5	91	-0.1%	i	15	15	882	12%	-10%
O=[N+]([O-])c1cc2c(c(CSc3nnc4ccccn34)c1)OCOC2	-26%	-5%	-5%	1.3	35	0.5%	i	56	-1	718	6%	-3%
COC(=O)[C@@H](NC(=O)NCc1ccco1)C(C)C	8%	-7%	-9%	0.2	51	-0.2%	i	11	-3	717	-1%	-13%
CCC1CCCCN1C(=S)NC1CCCCC1 (stereo not given)	9%	4%	-12%	0.5	57	0.0%	i	18	-12	583	9%	-5%
COc1ccc(CCNC(=O)C(C(=O)c2ccccc2)n2ccccc2=O)cc1OC (stereo not given)	-1%	12%	3%	3.5	51	-0.2%	i	24	3	644	8%	-1%
Cn1nnnc1SCCNCc1ccccc1OCc1ccc(F)cc1	1%	11%	10%	-0.2	58	-0.9%	i	5	3	697	-2%	-7%
CCOc1ccccc1NC(=O)c1ccccc1-c1ccccc1	3%	3%	2%	3.4	53	-0.1%	i	16	-14	824	8%	-10%
CN1CCN(S(=O)(=O)c2ccc(NC(=O)Nc3cccc(Cl)c3)cc2)CC1	16%	0%	-5%	1.7	32	-0.1%	i	4	-11	708	-6%	4%
